# Pol kappa inh – DNA polymerase kappa (human) inhibition. purified Pol kappa, fluorescent DNA synthesis assay, 10 min. Potency, µM (series often up to 107 µM), inactives show top-dose activity, negative = inhibition, actives largely listed as inhibitors. hit rate 0.53% among 400,000. AID 588579; note: potency is the fitted concentration of half-maximal effect; % is set by controls: 0 for no effect and ±100 for the full control effect
#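 First, compounds were pin-transferred onto 10 nM Pol kappa. After 15 min at room temperature, substrate was added to 50 nM final. Fluorescence was then measured kinetically at 0 and 10 min.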
# TRHR ag – activates the human TRH receptor; hit rate 0.18% among 360,000; P34981; TRHR cells, calcium flux fluo-8, FDSS agonist mode; AID 493084; activation, % at 2 µM; in the data active = activation above about 30%; note: 0% is about no effect
#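 Read-out: compound-evoked intracellular calcium rise in TRHR cells, fluo-8 dye, kinetic FDSS fluorescence at 1 s/cycle following a 10-cycle baseline. Cells cultured overnight before dye loading (30 min–1.5 h, RT).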
# Anesthetic bind – candidate novel general anesthetic via apoferritin binding. Potency, µM (doses to about 77.5 µM), for inactives: top-dose activity change, negative = displacement, hits mostly inhibitors. hit rate 0.074% among 350,000. P02791. apoferritin/1-aminoanthracene competitive binding, fluorescence; note: potency is the fitted concentration of half-maximal effect; % is set by controls: 0 for no effect and ±100 for the full control effect; nearly all actives have a fitted effect of over 20% in size
# Target sequence (P02791 2-175 limits assumed): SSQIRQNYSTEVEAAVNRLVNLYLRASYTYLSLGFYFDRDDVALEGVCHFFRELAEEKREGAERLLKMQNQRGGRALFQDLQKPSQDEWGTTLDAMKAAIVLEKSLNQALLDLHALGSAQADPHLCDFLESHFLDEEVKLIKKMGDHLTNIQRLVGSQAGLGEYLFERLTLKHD
#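 Horse-spleen apoferritin (10 uM) in 50% saturated 1-aminoanthracene in PBS was incubated 10 min at room temperature with compound. Fluorescence (ex 380, em 535 nm) was normalized to free and bound 1-AMA, with concentration-response fitted by a four-parameter Hill equation.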
# ERG Ets-DNA blk – ERG Ets/DNA interaction inhibition. Potency, µM (highest dose often 76.9 µM), for inactives: at the highest dose FP activity, negative = inhibition, actives largely listed as inhibitors. hit rate 0.028% among 370,000. fluorescence polarization, His-ERG Ets domain / labelled DNA. P11308; active = well fitted inhibition curve with a large enough effect in the polarisation, with a control signal flat; inconclusive = small, poorly fitted or top-dose-only effect, or effect the other way, or a change in a side signal; inactive = no such curve, though single readings can be large or run the other way; the % refers to the polarisation;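 note: polarization taken with two DNA probes labelled with fluorescein and Texas red; potency is the fitted concentration of half-maximal effect; % of control where 0% means no effect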
#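 His-tagged ERG Ets domain (1 uM in the protein solution; 300mM KCl, 50mM Tris-HCl, 1mM EDTA, 1mM DTT, pH 7.5) received compound, then a probe mix of 5 nM fluorescein-DNA and 100nM Texas-615-DNA. Fluorescence polarization was read for both dyes.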
# Pol iota inh – blocks human DNA polymerase iota activity; Q9UNA4; Pol iota fluorescent replication assay, 10 min; Potency, µM (series often up to 115 µM), for inactives: top-dose activity, negative = inhibition, most hits filed as inhibitors; hit rate 1% among 390,000; note: potency is the fitted concentration of half-maximal effect
# Target sequence (Q9UNA4 whole entry, looked up): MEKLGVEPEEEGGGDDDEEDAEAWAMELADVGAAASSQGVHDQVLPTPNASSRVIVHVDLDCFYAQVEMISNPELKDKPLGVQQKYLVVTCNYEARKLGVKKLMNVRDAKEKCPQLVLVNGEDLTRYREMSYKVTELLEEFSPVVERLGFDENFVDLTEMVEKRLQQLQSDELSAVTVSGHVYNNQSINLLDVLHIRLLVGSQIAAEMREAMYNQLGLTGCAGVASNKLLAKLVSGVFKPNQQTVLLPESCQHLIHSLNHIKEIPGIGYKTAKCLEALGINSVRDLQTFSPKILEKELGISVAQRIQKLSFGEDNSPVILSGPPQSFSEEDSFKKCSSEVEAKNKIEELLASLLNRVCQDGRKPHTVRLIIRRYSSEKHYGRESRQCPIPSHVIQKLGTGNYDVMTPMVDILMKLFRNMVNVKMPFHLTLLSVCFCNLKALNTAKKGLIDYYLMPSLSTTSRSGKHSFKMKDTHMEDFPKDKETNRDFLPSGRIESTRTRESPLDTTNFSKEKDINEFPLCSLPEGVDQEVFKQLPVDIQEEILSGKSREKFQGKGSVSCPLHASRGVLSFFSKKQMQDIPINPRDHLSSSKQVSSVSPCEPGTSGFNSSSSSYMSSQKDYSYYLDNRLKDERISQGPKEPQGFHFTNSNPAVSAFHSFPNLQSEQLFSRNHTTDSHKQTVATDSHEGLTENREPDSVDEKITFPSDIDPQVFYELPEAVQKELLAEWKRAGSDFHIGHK
#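 Fluorescent replication assay read twice, at 0 min and 10 min after adding 50 nM (final) substrate. Enzyme (10 nM) and compounds were first incubated 15 min at room temperature; enzyme-free buffer wells were negative controls.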
# Pol beta inh – DNA polymerase beta (human) inhibition; Potency, µM (series often up to 114 µM), for inactives: at the top dose activity change, negative = inhibition, usual class: inhibitors; P06746; AID 485314; Pol beta primer extension/strand displacement, fluorescence kinetic; hit rate 1.3% among 340,000; note: potency is the fitted concentration of half-maximal effect; % is set by controls: 0 for no effect and ±100 for the full control effect
#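 Pol beta (10 nM) was preincubated with compound for 15 min at room temperature. The reaction was then started with 50 nM substrate and read immediately and after a further 10 min at room temperature.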
# BLM inh – blocks DNA unwinding by human BLM helicase; AID 2528; P54132; hit rate 0.2% among 350,000; recombinant BLM DNA unwinding, fluorescence dequenching; Potency, µM (highest dose often 56.1 µM), without a hit: at the top dose activity change, negative = inhibition, hits mostly inhibitors;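 note: potency is the fitted concentration of half-maximal effect; plate controls were vehicle for no effect and no enzyme for full effect; nearly all actives have a fitted effect of over 35% in size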
# APE1 inh – inhibitors of human APE1 endonuclease; P27695; recombinant APE1, TAMRA/BHQ-2 abasic DNA cleavage fluorescence; Potency, µM (doses to about 65.8 µM), for the others: at the top dose activity change, negative = inhibition, actives largely listed as inhibitors; hit rate 0.35% among 350,000; AID 2517;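 note: potency is the fitted concentration of half-maximal effect; plate controls were vehicle for no effect and reference inhibitor for full effect; nearly all actives have a fitted effect of over 55% in size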
#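 Endonuclease cleavage of a quenched abasic-site DNA duplex (50 nM) by APE1 (0.75 nM) was tracked by TAMRA dequenching. Compounds were preincubated with enzyme 15 min at room temperature; data normalized to buffer-only and DMSO wells plus NSC13755 control.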
# 12-LOX inh – ALOX12 (human) lipoxygenase inhibition | hit rate 1.1% among 580,000 | AID 1671190 | Potency, µM (top dose mostly 108 µM), inactives show top-dose activity change, negative = inhibition, usual class: inhibitors | purified 12hLO, xylenol orange hydroperoxide absorbance | P18054; note: potency is the fitted concentration of half-maximal effect; % is set by controls: 0 for no effect and ±100 for the full control effect
#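 Hydroperoxide product was detected by ferrous iron/xylenol orange as the 573 to 405 nm absorbance ratio. Arachidonic acid at 40 uM (final) was turned over for 30 min at room temperature by 150 nM human 12hLO, pH 7.0 Hepes buffer, after 15 min compound preincubation.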
# The depositor's hits bear a star; ? = inconclusive; nt = no result given; [ ] = another dose, or the depositor's remark. Unless noted, calls come from the whole dose curve; as a rule, active = well fitted curve in the direction sought with a large enough effect; inconclusive = small, poorly fitted or top-dose-only effect, or another doubt; inactive = no such curve, though single readings can be large; an effect the other way counts as inactive or inconclusive. This is a subset (hit frequency here may not be typical).
# Preview (ten entries):
1. CC(=O)N1CCCC(N2CCN(c3cccc(C(F)(F)F)c3)CC2)C1 (centres undefined)
2. N#CC(C#N)=Cc1c[nH]c(=O)c(C#N)c1Nc1ccccc1
3. CCOC(=O)c1nnn(-c2nc(OC)nc(N(C)C)n2)c1-c1ccccc1
4. CCCCOC(=O)c1ccc(NC(=S)NC(=O)c2c(Cl)cnn2CC)cc1
5. Cc1cc(C)cc(OCC(=O)Nc2ccc(F)cc2)c1
6. Cc1cc(SCc2ccc(Cl)c(Cl)c2)nc(=O)[nH]1
7. O=C(CN1C(=O)COc2ccc(S(=O)(=O)NC3CCCC3)cc21)Nc1ccc(Cl)cc1F
8. CCNC(=O)NC(=O)C(C)OC(=O)C1CCN(S(=O)(=O)c2ccccc2F)CC1 (centres undefined)
9. Cc1cccc(CC(=O)NC2CCN(C)CC2)c1
10. Cc1c(F)cccc1NC(=O)C1CCCN1S(=O)(=O)c1ccc(F)cc1 (centres undefined)
compound no. | 1 | 2 | 3 | 4 | 5 | 6 | 7 | 8 | 9 | 10
ERG Ets-DNA blk | -2% | -1% | -3% | -1% | nt | -5% | 0% | -9% | -6% | -9%
Pol beta inh | 0% | nt | 11% | 16% | 26% | -13% | 0% | 95% | 6% | 3%
Pol iota inh | 25% | 41%[activator] | 11% | 5% | 27% | 5% | -11% | 3% | 18% | -8%
BLM inh | -8% | nt | 2% | -5% | -9% | -4% | -3% | 4% | -1% | -4%
Anesthetic bind | -6% | nt | -10% | ? | -14% | ? | -4% | 2% | -2% | -3%
12-LOX inh | 5% | 376%[activator] | 0%[57.4 µM] | -21% | ? | -25% | -21% | -10% | 31% | -8%
APE1 inh | 47%[activator] | nt | 0% | -4% | 0% | 1% | nt | 8% | -1% | nt
TRHR ag | -0.6 | nt | -0.7 | 1.4 | -0.2 | 0.4 | 0.5 | 1.3 | 0.2 | 0.7
Pol kappa inh | -13% | -30% | -3% | -11% | -7% | -8% | -1% | -16% | 0% | -11%

# The list itself, from the first entry:
1. CC(=O)N1CCCC(N2CCN(c3cccc(C(F)(F)F)c3)CC2)C1 (centres undefined)
2. N#CC(C#N)=Cc1c[nH]c(=O)c(C#N)c1Nc1ccccc1
3. CCOC(=O)c1nnn(-c2nc(OC)nc(N(C)C)n2)c1-c1ccccc1
4. CCCCOC(=O)c1ccc(NC(=S)NC(=O)c2c(Cl)cnn2CC)cc1
5. Cc1cc(C)cc(OCC(=O)Nc2ccc(F)cc2)c1
6. Cc1cc(SCc2ccc(Cl)c(Cl)c2)nc(=O)[nH]1
7. O=C(CN1C(=O)COc2ccc(S(=O)(=O)NC3CCCC3)cc21)Nc1ccc(Cl)cc1F
8. CCNC(=O)NC(=O)C(C)OC(=O)C1CCN(S(=O)(=O)c2ccccc2F)CC1 (centres undefined)
compound no. | 1 | 2 | 3 | 4 | 5 | 6 | 7 | 8
ERG Ets-DNA blk | -2% | -1% | -3% | -1% | nt | -5% | 0% | -9%
Pol beta inh | 0% | nt | 11% | 16% | 26% | -13% | 0% | 95%
Pol iota inh | 25% | 41%[activator] | 11% | 5% | 27% | 5% | -11% | 3%
BLM inh | -8% | nt | 2% | -5% | -9% | -4% | -3% | 4%
Anesthetic bind | -6% | nt | -10% | ? | -14% | ? | -4% | 2%
12-LOX inh | 5% | 376%[activator] | 0%[57.4 µM] | -21% | ? | -25% | -21% | -10%
APE1 inh | 47%[activator] | nt | 0% | -4% | 0% | 1% | nt | 8%
TRHR ag | -0.6 | nt | -0.7 | 1.4 | -0.2 | 0.4 | 0.5 | 1.3
Pol kappa inh | -13% | -30% | -3% | -11% | -7% | -8% | -1% | -16%

# An excerpt from above in order of the Pol kappa inh value, falling.
cpd	compound	Pol kappa inh
6	Cc1cc(SCc2ccc(Cl)c(Cl)c2)nc(=O)[nH]1	-8%
8	CCNC(=O)NC(=O)C(C)OC(=O)C1CCN(S(=O)(=O)c2ccccc2F)CC1 (centres undefined)	-16%
2	N#CC(C#N)=Cc1c[nH]c(=O)c(C#N)c1Nc1ccccc1	-30%

# The results go on.
9. Cc1cccc(CC(=O)NC2CCN(C)CC2)c1
10. Cc1c(F)cccc1NC(=O)C1CCCN1S(=O)(=O)c1ccc(F)cc1 (centres undefined)
11. CC1(NC(=O)/C=C/c2nc3ccccc3s2)CCS(=O)(=O)C1 (centres undefined)
12. O=C(NCCc1ccccc1)c1nnc(CS(=O)(=O)c2ccccc2)o1
13. Cc1cc(C(=O)N/N=C/c2ccco2)n[nH]1
14. Cc1cc(C)c2oc(-c3ccc(C)c(NC(=S)NC(=O)c4cccs4)c3)nc2c1
15. CC(C)Cn1c(SCC(=O)N2CCN(C(=O)c3ccco3)CC2)nc2ccccc2c1=O
16. COC(=O)C(C)Sc1nc2c(c(=O)n(C)c(=O)n2C)n1CCC(C)C (centres undefined)
compound no. | 9 | 10 | 11 | 12 | 13 | 14 | 15 | 16
ERG Ets-DNA blk | -6% | -9% | -2% | 3% | -1% | 1% | -4% | -4%
Pol beta inh | 6% | 3% | nt | 18% | -3% | 25% | 31% | 3%
Pol iota inh | 18% | -8% | 40µM* | -21% | 47%[activator] | -10% | 17% | 117%[activator]
BLM inh | -1% | -4% | nt | -1% | 0% | -1% | -3% | 3%
Anesthetic bind | -2% | -3% | nt | -24% | -3% | -6% | -11% | -5%
12-LOX inh | 31% | -8% | ? | 30%[activator] | 15% | -22% | -4% | -7%
APE1 inh | -1% | nt | -11% | 22% | 21% | -1% | ? | 0%
TRHR ag | 0.2 | 0.7 | 1.2 | 0.4 | 0.7 | 0.0 | -1.1 | -1.6
Pol kappa inh | 0% | -11% | 79µM* | -3% | -4% | -19% | -2% | -2%

17. C=C1c2ccccc2NC(=O)N1c1ccc(OC)cc1
18. CCOc1ccc(N(C)S(=O)(=O)c2cnc[nH]2)cc1
19. COc1ccc(-c2nnc(N(C)C(=O)c3cccnc3)s2)cc1
20. COc1ccc(C(C(=O)NC(C)(C)C)N(C(=O)CCC(=O)Nc2cc(C)on2)c2cccc(C)c2C)cc1 (centres undefined)
21. C=CCNC(=S)Nc1ccc(N(C)C)cc1
22. COC(=O)c1ccc2nc(C)cc(Nc3ccc(O)cc3)c2c1
23. Cn1c2ccccc2c2ncn(CCC3=CCCCC3)c(=O)c21
compound no. | 17 | 18 | 19 | 20 | 21 | 22 | 23
ERG Ets-DNA blk | -2% | 2% | 1% | 2% | 0% | 1% | 1%
Pol beta inh | 16% | -8% | 2% | 60% | 21% | -9% | 4%
Pol iota inh | 20% | -4% | 6% | 59%[activator] | 6% | -30% | -6%
BLM inh | -3% | -2% | 2% | 3% | -1% | 5% | -5%
Anesthetic bind | -2% | -5% | -16% | 2% | 4% | -18% | -18%
12-LOX inh | -20% | -2% | -27% | -18% | ? | ? | 0%
APE1 inh | 0% | 10% | 2% | -9% | -6% | nt | -4%
TRHR ag | 0.7 | 0.1 | -0.4 | 0.4 | 0.4 | -1.0 | -0.2
Pol kappa inh | -3% | -9% | 2% | 2% | 14% | -7% | -7%

# Source: PubChem
